# Screening results (PubChem)
# Pin1 inh: human Pin1 inhibition. Pin1 FP peptide displacement, HiFluor488, 10 min. 390,000 compounds, 0.009% hits. AID 504891. Q13526. Potency, µM (doses to about 115 µM), inactives show at the highest dose activity, negative = inhibition, hits mostly inhibitors; active = well fitted inhibition curve with a large enough effect in the polarisation, with a control signal flat, not every such curve was filed as active; inconclusive = small, poorly fitted or top-dose-only effect, or effect the other way, or a change in a side signal; inactive = no such curve, though single readings can be large or run the other way; the % refers to the polarisation; also: potency is read from the fitted curve at half-maximal effect; % is scaled to controls: 0 for no effect and ±100 for the full control effect
# Target sequence (Q13526 whole entry, looked up): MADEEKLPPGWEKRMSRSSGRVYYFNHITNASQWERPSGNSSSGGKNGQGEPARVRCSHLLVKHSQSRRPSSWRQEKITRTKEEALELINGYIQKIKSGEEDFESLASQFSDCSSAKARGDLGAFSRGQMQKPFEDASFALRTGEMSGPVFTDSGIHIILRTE
# rTrxR1 inhibitor: inhibitors of rat thioredoxin reductase 1; O89049; recombinant rTrxR1, NADPH fluorescence consumption, selenite substrate; Potency, µM (doses to about 114 µM), for inactives: at the top dose activity change, negative = inhibition, hits mostly inhibitors; 390,000 compounds, 1% hits; AID 588453; also: potency is read from the fitted curve at half-maximal effect; % is scaled to controls: 0 for no effect and ±100 for the full control effect; nearly all actives have a fitted effect of over 65% in size
#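 Rat TrxR1 (90 nM in the dispensed reagent) was pre-reduced with 400 uM NADPH for 5 min at room temperature, then incubated with compound for 15 min. After 400 uM selenite was added, NADPH fluorescence (Ex 340/Em 450 nm) was followed for 8 min.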
# USP1-UAF1 inh: inhibitors of human USP1/UAF1 deubiquitinase. O94782. recombinant USP1/UAF1, Ub-Rhodamine cleavage fluorescence. Potency, µM (titrated, usually from 57.1 µM), for the others: top-dose activity change, negative = inhibition, most hits filed as inhibitors. 390,000 compounds, 0.23% hits; also: potency is read from the fitted curve at half-maximal effect; % is scaled to controls: 0 for no effect and ±100 for the full control effect; nearly all actives have a fitted effect of over 60% in size; inactives centre near -12
#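 Step one: compound is pinned into 1nM USP1/UAF1 in HEPES pH 7.8 buffer with TCEP. Step two: 15 min room-temperature incubation. Step three: Ub-Rho (150nM final) starts cleavage, tracked by fluorescence over six one-minute reads.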
# IDH1 R132H inh: blocks human mutant IDH1 R132H enzyme. O75874. IDH1-R132H enzyme, NADPH consumption, diaphorase/resazurin fluorescence. Potency, µM (top dose mostly 76.6 µM), without a hit: top-dose activity change, negative = inhibition, usual class: inhibitors. 390,000 compounds, 0.093% hits. AID 602179; also: potency is read from the fitted curve at half-maximal effect; % is scaled to controls: 0 for no effect and ±100 for the full control effect; nearly all actives have a fitted effect of over 65% in size
#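 IDH1-R132H (0.5 ug/mL dispensed) in pH 7.5 Tris buffer was preincubated 30 min with compound, then given a substrate mix of 0.016 mM NADPH and 2 mM alpha-KG for 80 min at room temperature; remaining NADPH was read by diaphorase/resazurin fluorescence.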
# GLS inhibitor: inhibitors of human glutaminase (GLS); O94925; 410,000 compounds, 0.21% hits; Potency, µM (series often up to 45.5 µM), without a hit: at the highest dose activity change, negative = inhibition, hits mostly inhibitors; AID 624170; GLS enzymatic activity, qHTS titration; also: potency is read from the fitted curve at half-maximal effect; % is scaled to controls: 0 for no effect and ±100 for the full control effect
# Target sequence (O94925 whole entry, looked up): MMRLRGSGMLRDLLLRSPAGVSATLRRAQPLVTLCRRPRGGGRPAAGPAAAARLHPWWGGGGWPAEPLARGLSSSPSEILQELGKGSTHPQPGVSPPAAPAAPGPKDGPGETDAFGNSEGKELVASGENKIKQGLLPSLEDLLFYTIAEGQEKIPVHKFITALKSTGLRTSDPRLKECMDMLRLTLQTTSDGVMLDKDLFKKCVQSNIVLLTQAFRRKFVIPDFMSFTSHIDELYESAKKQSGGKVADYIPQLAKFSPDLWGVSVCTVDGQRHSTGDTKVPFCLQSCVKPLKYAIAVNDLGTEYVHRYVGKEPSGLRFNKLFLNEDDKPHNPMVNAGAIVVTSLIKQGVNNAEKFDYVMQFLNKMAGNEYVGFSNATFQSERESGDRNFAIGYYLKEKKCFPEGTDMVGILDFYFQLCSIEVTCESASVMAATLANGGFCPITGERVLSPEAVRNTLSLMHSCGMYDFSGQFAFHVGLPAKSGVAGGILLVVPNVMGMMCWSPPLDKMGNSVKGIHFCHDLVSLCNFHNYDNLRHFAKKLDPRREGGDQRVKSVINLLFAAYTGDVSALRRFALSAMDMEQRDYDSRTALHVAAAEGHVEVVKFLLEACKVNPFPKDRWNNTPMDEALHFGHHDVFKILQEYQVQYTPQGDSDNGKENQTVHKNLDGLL
#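 hKGA in 45 mM KH2PO4 pH 8.2, 0.02% Tween-20 with pin-transferred compounds; 1 mM L-glutamine (stock) plus glutamate oxidase/HRP/Amplex Red coupling added. Fluorescence read initially and after 30 min at RT.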
# HP1b chromo inh: blocks HP1-beta chromodomain binding to methylated histone tails | Potency, µM (series often up to 114 µM), for the others: at the highest dose activity change, negative = inhibition, usual class: inhibitors | AlphaScreen HP1-beta / biotin-H3K9me3 peptide binding | P83916 | AID 540317 | 390,000 compounds, 0.56% hits; also: potency is read from the fitted curve at half-maximal effect; nearly all actives have a fitted effect of over 70% in size; inactives centre near 23
# Target sequence (P83916 whole entry, looked up): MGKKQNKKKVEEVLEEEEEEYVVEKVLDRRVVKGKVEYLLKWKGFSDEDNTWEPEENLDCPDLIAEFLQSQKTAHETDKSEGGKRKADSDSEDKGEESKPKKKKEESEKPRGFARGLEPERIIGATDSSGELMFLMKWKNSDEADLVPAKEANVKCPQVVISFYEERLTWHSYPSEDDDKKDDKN
#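 Compound inhibition of the preformed complex between 50 nM HP1-beta and 50 nM biotinylated H3K9me3 peptide was read by AlphaScreen. Buffer was PBS pH 7.4 with 0.01% Tween-20. Incubations ran 30 min at room temperature, with 10 ug/mL donor/acceptor beads.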
# Tb PGK inh: blocks T. brucei phosphoglycerate kinase. 380,000 compounds, 0.043% hits. Potency, µM (doses to about 57.5 µM), for inactives: top-dose activity change, negative = inhibition, most hits filed as inhibitors. AID 602233. PGK/GAPDH coupled, Kinase-Glo luminescence, 60 min. P07378; also: potency is read from the fitted curve at half-maximal effect; % is scaled to controls: 0 for no effect and ±100 for the full control effect; nearly all actives have a fitted effect of over 60% in size
#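 Recombinant glycosomal PGK reaction used 1,3-bisphosphoglycerate generated in-well by GAPDH (100nM final) in 100mM TEA pH 7.6, 5mM MgCl2, 0.01% Tween-20. After 60 minutes at room temperature, ATP was read by Kinase-Glo Plus luminescence end-point.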
# TrxR1 substrate: is turned over as a substrate by rat TrxR1 | O89049 | purified TrxR1 substrate turnover, NADPH consumption readout | Potency, µM (highest dose often 114 µM), without a hit: top-dose activity change, negative = substrate turnover | 390,000 compounds, 0.01% hits | AID 588456; also: potency is read from the fitted curve at half-maximal effect; % is scaled to controls: 0 for no effect and ±100 for the full control effect; nearly all actives have a fitted effect of over 50% in size
#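 Rat TrxR1, dispensed at 90 nM, was prereduced with 400 uM NADPH (final) for 5 min at ~22 deg C, then incubated with compound 15 min before 400 uM selenite. A first-read NADPH fluorescence drop versus no-compound background flagged substrates.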
# PI4K2A inh: PI4K2A (human) kinase inhibition | purified PI4K2A, ADP-Glo luminescence, 1 h; hits give low values | activity change, negative = inhibition, % at 76.9 µM | 420,000 compounds, 0.13% hits; in the data active = activity change below about -50%; inconclusive = mostly about -30% to -49%;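 also: -100% = wells without enzyme as full effect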
#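 Compounds are screened against recombinant PI4K2A using PI as substrate and ATP, the latter dispensed at 300 microM. Reactions run one hour at ambient temperature before ADP-Glo detection; full inhibition defined by wells lacking enzyme.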
# Starred values were filed as active, the others as inactive; i = inactive; ? = inconclusive; . = no result given; & = joins results of further samples; [ ] = remark or other dose. Unless noted, calls follow the shape of the dose curve; as a rule, active = well fitted curve in the direction sought with a large enough effect; inconclusive = small, poorly fitted or top-dose-only effect, or another doubt; inactive = no such curve, though single readings can be large; an effect the other way counts as inactive or inconclusive.
SMILES,Pin1 inh,rTrxR1 inhibitor,USP1-UAF1 inh,IDH1 R132H inh,GLS inhibitor,HP1b chromo inh,Tb PGK inh,TrxR1 substrate,PI4K2A inh
CC(C)(C)c1ccc(C2(C)NC(=O)N(CC(=O)c3ccc[nH]3)C2=O)cc1 (centres undefined),16%,-6%,-22%,-2%,0%,11%,.,-2%,6
COc1ccc(-n2ncc3c2CC(C)(C)CC3NC(=O)C2=CC(=O)CC(C)(C)O2)cc1 (centres undefined),-5%,-2%,-20%,-2%,0%,16%,1%,-2%,6
Cc1ccc(C)c(Cn2c(=O)n(-c3ccc(CC(=O)NCc4ccco4)cc3)c(=O)c3sccc32)c1,22%,-10%,-24%,0%,6%,32%,-6%,2%,-7
CN(C=O)c1cc([N+](=O)[O-])ccc1OCc1ccccc1,-4%,2%[11.4 µM],-14%,3%,-9%,10%,0%,3%[57.1 µM],7
Cc1ccc(-n2sc3ccccc3c2=O)cc1S(=O)(=O)N1CCCCC1,38%[activator],-27%,-19%,-10%[38.3 µM],6.3µM*,?,i,-10%,?
NC(=O)CC[C@H](NC(=O)c1ccc(F)cc1)C(=O)OCC(=O)Nc1ccc(N2CCOCC2)cc1,2%,14%[57.1 µM],-17%,0%,24%,23%,i,-5%[57.1 µM],2
CN(Cc1ccccc1)C(=O)COC(=O)c1ccccc1SCC(=O)N1CCCC1,-10%,10%,-26%,2%,1%,10%,-7%,2%,-1
CCOc1ccc(NC(C)=O)cc1,-1%,-1%&15%,-21%,-5%,0%&7%,21%,3%,-1%&5%,-3&1
Cc1[nH]nc(SCC(=O)NCc2ccccc2)c1[N+](=O)[O-],4%,0%[57.1 µM],-2%,4%,1%,30%,5%,1%[57.1 µM],-20
COc1ccc(OC)c(NC(=O)C(=O)NCCC2=CCCCC2)c1,3%,-4%,-12%,1%,12%,37%,6%,-9%,3
Cc1nn(Cc2ccc(Cl)cc2)c(C)c1NC(=O)c1c(-c2ccccc2)noc1C,5%,3%,-13%,-1%,-13%,49%[activator],-10%,-7%,0
CCCn1cc(CN2CCCC(CNC(=O)c3ccc(F)cc3)C2)c(C)n1 (centres undefined),-14%,-6%,-14%,-6%,12%,32%,5%,-8%,1
CCOC(=O)c1c(C)c(C(=O)Nc2ccc(N(C)C)cc2)c(C)n1CC,3%,7%,-13%,1%,12%,-10%,i,3%,3
CCOc1ccc(C(=O)Nc2ccc3oc(-c4ccncc4)nc3c2)cc1,3%,30%,-20%,-1%,-2%,42%,9%,71%[activator],-6
CCCCCCC/C=N/Nc1nnc(Cc2ccccc2)c(=O)[nH]1,-3%,-11%,-24%,-7%,-6%,7%,0%,?,0
O=C(O)C(c1ccccc1)N1C(=O)/C(=C/c2cccs2)SC1=S (centres undefined),-9%,15%,-7%,-2%,0%,-20%,-11%,-3%,-7
C=CCNC(=S)NNc1nc2c(c(=O)[nH]1)C1(CCCCC1)Cc1ccccc1-2,2%,-29%,-5%,0%,7%,?,1%,-7%,-2
NC(=O)N/N=C/C=C/c1ccccc1,-16%,13%[57.1 µM],-6%,-1%,-21%,10%,-10%,4%[57.1 µM],-11
COc1ccc(/C=C2\C(=O)N(Cc3ccc(F)cc3)CC(=O)N2Cc2ccccc2)cc1,0%,-11%,-18%,7%,-2%,22%,-8%,-15%,4
COc1cccc(-c2nc(CS(=O)(=O)CC(=O)Nc3ccccc3Br)c(C)o2)c1,-4%,-9%,-11%,-1%,-7%,19%,-9%,1%,-6
CC(C)C[C@H](NC(=O)Nc1ccc2c(c1)OCCO2)C(=O)O,5%,21%,-20%,3%,7%,22%,-2%,15%,-3
O=C1c2ccccc2NC(c2ccc(OCc3ccccc3)c(OCc3ccccc3)c2)N1Cc1ccco1 (centres undefined),25%,-19%,.,.,.,2%[57 µM],.,21%,.
CCOc1ccc(-c2cn3ccccc3n2)cc1,6%,-1%[57.1 µM],-11%,14%,0%,22%,?,44%[activator][57.1 µM],-52*
O=C(N/N=C/c1ccccc1F)c1cccc2ccccc12,-3%,0%,-19%,-11%,1%,41%[activator],-6%,-5%,-4
Cc1cc(NC(=O)CSc2ccccc2)no1,-1%,40%[57.1 µM],-15%,2%,4%,28%,i,5%[57.1 µM],-7
COc1cc(CN(C)Cc2cc(=O)oc3cc(C)c(Cl)cc23)ccc1OC(F)F,24%,-2%,-23%,4%,6%,45%[activator],4%,-1%,3
CCn1ncc(CNC(=O)C2(C)CC2(Br)Br)c1C (centres undefined),-3%,-12%[57.1 µM],-5%,4%,3%,53%[activator],-4%,-4%[57.1 µM],2
COc1cc(OC)cc(C(=O)NCC(=O)N2CCN(S(=O)(=O)c3ccccc3F)CC2)c1,2%,5%,-15%,9%,-11%,30%,-9%,-5%,4
O=C(NC1CCCCC1)N1CCN(c2ncccn2)CC1,6%,13%[57.1 µM],-15%,2%,-8%,24%,10%,5%,4
COc1ccc(N2CCN(C(=O)C3(S(=O)(=O)c4ccc(C)cc4)CC3)CC2)cc1,-3%,17%,-19%,0%,39%[activator],-9%,i,2%,0
CCOc1ccc(-n2c(C)c(C(C)=O)c(C(C)=O)c2C)cc1,-5%,0%,-16%,6%,1%,-10%,-18%,-5%,-1
O=[N+]([O-])c1ccc(-c2nc(NCc3ccccc3)c3ccccc3n2)cc1,6%,0%[57.1 µM],5%,-4%,13%,13%,-4%,6%[57.1 µM],3
COc1ccc(OC)c(NC(=O)CSc2nc(-c3ccccc3C)nc3cc(=O)[nH]n23)c1,-9%,20%[57.1 µM],-27%,-7%,14%,-4%,-1%,6%[57.1 µM],-6
O=C(CSc1ccccn1)Nc1ccc(N2CCOCC2)cc1,-6%,13%[57.1 µM],-19%,4%,-30%,-35%,-7%,-5%,-6
COC(=O)[C@H](Cc1ccccc1)NC(=O)N1CCCCC1,3%,19%,-7%,7%,4%,30%,-2%,7%,-1
O=C(CCNC(=O)c1ccccc1Cl)OCC(=O)c1ccccc1,1%,14%,-7%,-4%,14%,36%[activator],-6%,-6%,0
CCc1ccc(C2C3=C(CC(C)(C)CC3=O)OC3=C2C(=O)CC(C)(C)C3)cc1,-2%,4%[57.1 µM],-11%,2%,0%,32%,i,-5%,6
O=C(Nc1ccc(S(=O)(=O)N2CCCC2)cc1)c1ccc2c(=O)n3c(nc2c1)CCCCC3,-2%,3%,-13%,4%,2%,38%,0%,2%,1
Cc1cccc(-n2c(SCC(=O)Nc3ccc(C)c(C)c3)nc3n[nH]c(C)c3c2=N)c1,24%,12%[57.1 µM],-25%,-12%,9%,29%,14%,0%[57.1 µM],1
O=[N+]([O-])c1cc(S(=O)(=O)CCCN2CCOCC2)ccc1F,-1%,11µM*,-11%,14%,5%,22%,-7%,4%,-5
O=C(Oc1ccc2c(=O)c(Cl)coc2c1)c1ccncc1,-1%,?,-10%,-2%,18%,40%[activator],3%,9%[57.1 µM],4
CCc1c(C)sc(NC(=O)CN2CCN(C(=O)c3ccco3)CC2)c1C(=O)OC,-2%,-28%,-28%,-10%,0%,-14%,-2%,-2%,1
CNC(=O)c1[nH]cnc1C(=O)Nc1ccccn1,1%,12%[57.1 µM],2%,-1%,9%,-2%,0%,-1%[57.1 µM],-7
CCCCC(=O)Oc1c(S(=O)(=O)c2ccccc2)c(C)nn1C(C)(C)C,-7%,4%[57.1 µM],-10%,3%,-1%,53%[activator],2%,7%[57.1 µM],4
Cc1cc(NC(=O)c2ccc(Cl)cc2)n(CCC#N)n1,-6%,29%,-22%,0%,-11%,-8%,-3%,8%,7
COc1ccc(C2=CC3=C(Br)C(=O)C(C)(O)C(=O)C3=CO2)cc1 (centres undefined),?,?,35µM*,-2%,21%,-21%,20µM*,-5%,?
O=C(N/N=C/C(Br)=C/c1ccccc1)c1ccccc1[N+](=O)[O-],-11%,11%,-15%,13%,-3%,8%,0%,-8%,-9
COc1cccc(NC(=O)CN(C)C(=O)c2ccc(OCC3CCCO3)cc2)c1 (centres undefined),0%,1%,-4%,0%,12%,?,15%,-3%,7
NC1=NC(=O)/C(=C\c2ccco2)S1,?,40µM*,-10%,5%,186%[activator],56µM*,-13%,-4%,-13
Cc1ccc(C)c(N=Nc2nc3ccccc3n2C)c1,-11%,2%,-20%,17%,-1%,16µM*,-9%,-2%,-12

# Next part.
SMILES,Pin1 inh,rTrxR1 inhibitor,USP1-UAF1 inh,IDH1 R132H inh,GLS inhibitor,HP1b chromo inh,Tb PGK inh,TrxR1 substrate,PI4K2A inh
COc1ccc(N/C(=N\c2nc(C)cc(C)n2)NC(C)=O)cc1OC,-9%,2%[57.1 µM],-16%,4%,-8%,49%[activator],-6%,6%[57.1 µM],2
Cn1ncc(N=Cc2ccccc2)c1C(=O)Nc1cccc(Cl)c1,-3%,-6%,-22%,-2%,-10%,14%,2%,-3%,-1
CCN(CC(=O)Nc1ccc(NC(C)=O)cc1)C(=O)Cc1coc2cc(C)c(C)cc12,1%,7%[57.1 µM],-18%,-5%,8%,21%,0%,3%[57.1 µM],2
CCOc1ccc(NC(=O)CCNC(=O)c2ccco2)cc1,2%,17%,-4%,-3%,7%,-22%,-10%,0%,3
CCOc1cc(CNS(=O)(=O)c2ccc3c(c2)CC(=O)N3C)cc(OCC)c1OCC,1%&-2%,15%&-2%,?,1%&22%,-2%&0%,61%&29%[activator],-5%&-9%,-5%&-12%,-3&0

# A portion of the library; the hit share may differ from the screen's.
